RBX1-CUL1 inh: human ROC1-CUL1 E3 ligase inhibition. P62877+Q13616. in vitro K48 di-Ub FRET, acceptor:donor ratio, 45 min. inhibition, % at 10 µM. 140,000 compounds, 0.6% hits; in the data active = inhibition above about 25%
Target sequence (P62877 whole entry, looked up): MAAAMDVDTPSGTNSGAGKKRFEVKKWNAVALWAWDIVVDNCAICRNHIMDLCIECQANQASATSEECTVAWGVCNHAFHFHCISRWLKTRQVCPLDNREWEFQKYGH
Target sequence (Q13616 whole entry, looked up): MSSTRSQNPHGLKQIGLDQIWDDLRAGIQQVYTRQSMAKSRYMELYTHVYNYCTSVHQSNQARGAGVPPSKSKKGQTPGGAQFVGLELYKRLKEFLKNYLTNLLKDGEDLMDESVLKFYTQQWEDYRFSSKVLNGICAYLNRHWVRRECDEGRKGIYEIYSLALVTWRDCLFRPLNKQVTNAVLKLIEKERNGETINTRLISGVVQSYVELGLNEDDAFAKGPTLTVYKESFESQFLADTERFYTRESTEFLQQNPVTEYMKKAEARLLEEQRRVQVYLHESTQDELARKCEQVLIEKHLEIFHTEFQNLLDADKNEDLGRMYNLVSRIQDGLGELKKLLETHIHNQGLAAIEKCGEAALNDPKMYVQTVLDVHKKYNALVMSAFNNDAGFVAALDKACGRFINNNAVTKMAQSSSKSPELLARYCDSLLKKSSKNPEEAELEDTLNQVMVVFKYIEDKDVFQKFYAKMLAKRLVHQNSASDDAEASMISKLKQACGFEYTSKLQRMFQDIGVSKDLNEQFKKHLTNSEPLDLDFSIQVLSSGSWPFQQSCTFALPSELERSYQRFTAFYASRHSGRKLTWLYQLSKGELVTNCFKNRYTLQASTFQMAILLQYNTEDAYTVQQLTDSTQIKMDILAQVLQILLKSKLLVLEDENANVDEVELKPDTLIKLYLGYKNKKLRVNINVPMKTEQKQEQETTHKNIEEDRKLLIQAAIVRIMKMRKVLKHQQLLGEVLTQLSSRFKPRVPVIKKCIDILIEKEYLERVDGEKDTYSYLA
* = called active by the depositor; & = joins results of further samples. This is a subset; rates above refer to the full screens.

SMILES	RBX1-CUL1 inh
Cc1ccc(Cl)cc1NC(=O)C12CCC(C)(C(=O)C1)C2(C)C (stereo unspecified)	-3
O=C(CC(c1ccccc1)c1ccccc1F)NCCN1CCCC1 (stereo unspecified)	1
O=S(=O)(NCCO)c1ccccc1	4
CCc1ccc(NC(=O)Cn2ncc3c4ccccc4n(C)c3c2=O)cc1	6
O=C(CCC1CCN(C2CCSC2)CC1)N1CCOCC1 (stereo unspecified)	-1
CCC(Oc1cc(Cl)ccc1Cl)C(=O)N1CCOCC1 (stereo unspecified)	0
C/C=C/C(=O)N1C=Cc2ccccc2C1C#N (stereo unspecified)	-2
Cc1ccc(CNC(=O)Cn2ccn(-c3cc(C)cc(C)c3)c(=O)c2=O)cc1	13
Cc1cccc(NC(=O)CSc2nc3ccc(NC(=O)COc4ccc(Cl)cc4)cc3s2)c1	4
COc1cccc(CNC(=O)c2ccc(NC(=O)N3CCCCc4ccccc43)cc2)c1OC	-2
C#CC1(OC(C)=O)CCC(c2ccccc2)CC1 (stereo unspecified)	-6
O=c1ncn(-c2ccccc2F)c2ncccc12	-9
O=C1CSC(c2cn(-c3ccccc3)nc2-c2cccs2)N1CC1COc2ccccc2O1 (stereo unspecified)	2
CC1=CC=CN2C(=O)C(C(=O)NCCc3ccccc3)C(=O)N=C12 (stereo unspecified)	0
CC(C)(C)OC(=O)N1CCC(c2c(C(=O)NCCN3CCc4ccccc4C3)cnn2-c2ccc(F)cc2F)CC1	2
COc1cc(C)c(CC2=NC(=S)N(C)C2=O)cc1C(C)C	-9
CC(C)C(=O)N1CCN(c2ccc(NC(=O)c3ccccc3F)cc2Cl)CC1	2
CC(=O)n1cc(/C=C2\C(=O)NC(=O)N(c3cccc(C)c3)C2=O)c2ccccc21	12
c1cncc(CCCn2ccc(-c3cccc(-c4cccnc4)c3)n2)c1	6
Cc1cccc(C2=Nc3ccccc3N=C(c3cc(Cl)ccc3O)C2)c1	6
CCCCC(=O)Nc1ccccc1O	4
Cc1cc(Nc2ccc(Br)c(C)c2)n2nc(-c3ccco3)nc2n1	2
CCc1ccc(NC(=O)Cn2cnc3sc(C)c(S(=O)(=O)N4CCC(C)CC4)c3c2=O)cc1	-2
CC(C)c1ccc(S(=O)(=O)Nc2cc3c(cc2NCc2ccccc2)n(C)c(=O)n3C)cc1	1
Cc1cc(C)nc(CNCC2(O)CCCN(Cc3ccccc3F)C2=O)n1 (stereo unspecified)	2

In the list so far, two have a thiophene ring, fused or not.
SMILES	RBX1-CUL1 inh
O=C1CSC(c2cn(-c3ccccc3)nc2-c2cccs2)N1CC1COc2ccccc2O1 (stereo unspecified)	2
CCc1ccc(NC(=O)Cn2cnc3sc(C)c(S(=O)(=O)N4CCC(C)CC4)c3c2=O)cc1	-2

At a glance, two of the compounds above.
SMILES	RBX1-CUL1 inh
C/C=C/C(=O)N1C=Cc2ccccc2C1C#N (stereo unspecified)	-2
Cc1ccc(CNC(=O)Cn2ccn(-c3cc(C)cc(C)c3)c(=O)c2=O)cc1	13

Following part
SMILES	RBX1-CUL1 inh
Brc1ccc(-c2[nH]c(-c3ccc4ncccc4c3)nc2-c2ccccc2)cc1	13
O=C(N/N=C/C1C=NC2C=CC=CC12)C1COc2ccccc2O1 (stereo unspecified)	3
CC(C)c1ccc2c(c1)/C(=C\CCN(C)C)c1ccc(F)cc1S2	-9
CCCSc1nc2sc(C)c(C)c2c(=O)n1-c1cccc(C)c1	-1
O=C(CSc1ncccn1)NC1CC(=O)N(Cc2cccc(F)c2)C1 (stereo unspecified)	9
Cc1ccc(C)c(NC(=O)Cn2c(=O)nc(-c3ccccc3)c3ccccc32)c1	-3
CCc1ccccc1NS(=O)(=O)c1ccc2oc(=O)c3ncn(C)c3c2c1	-2
Cc1ccc(C(=O)Oc2ccccc2NC2NS(=O)(=O)C3CCCCC23)cc1 (stereo unspecified)	1
Cc1nc(N2CCC(C(=O)NCC3OCCc4ccccc43)CC2)nc2cc(S(C)(=O)=O)ccc12 (stereo unspecified)	3
COc1cc(-c2nnc(SCCOc3ccc(Cl)cc3)o2)cc(OC)c1OC	-3
COc1ccc(C(=O)C(C)Oc2ccccc2Cl)cc1 (stereo unspecified)	-1
OCCC1CN(Cc2ccc(Cl)cc2)CCN1C1CCCC1 (stereo unspecified)	-1
Cc1ccc(C(=O)O)cc1-n1c(C)ccc1-c1ccccc1	7&11
Cc1ccc(N2CC(C(=O)NC(C)(C)C)CC2=O)c(C)c1 (stereo unspecified)	16
O=C(O)c1cc2ccccc2cc1N1C(=O)c2ccccc2C1=O	-4
CS(=O)(=O)c1ncc(CN2CCCO2)n1CC1CCCO1 (stereo unspecified)	-4
COc1cc(Cl)c(NC(=O)c2ccco2)cc1OC	-12
Clc1cccc(CSc2nncn3c2cc2sccc23)c1	10
O=C(Nc1nonc1-c1nc2ccccc2s1)C(F)(F)F	1
Cc1nc(-c2ccc(S(=O)(=O)N3CCC(Cc4ccccc4)CC3)cc2)cs1	1
Cc1cc(Cl)nc(Cl)c1C(N)=O	-5
Cc1cccc(NC(c2ccccc2C)c2ccc3ccc(C)nc3c2O)n1 (stereo unspecified)	4
CCn1c(-c2ccccc2)n[nH]c1=S	-8
c1ccc2nc3c(cc2c1)Cn1c(nc2ccccc21)S3	2
Cc1ccc(-c2nnc(-c3ccccc3)o2)cc1	-6
SMILES	RBX1-CUL1 inh
C/C(CC(=O)NC(C)(C)C)=N\NC(=O)c1ccco1	3
O=C(O)c1ccc(-c2ccc(-c3nc4sc5c(c4c(=O)[nH]3)CCCCC5)o2)cc1	5
Cc1cccc(-n2c(C)nnc2SCC(=O)Nc2ccc(C)cc2Br)c1	-5
O=C(CS(=O)(=O)c1ccccc1)c1cc2ccccc2oc1=O	16
CC(C)(C)N1NC2(CCCCCC2)NC1=S	-6
O=C(c1ccccc1Cl)N1CCCCC1CCN1CCCCC1 (stereo unspecified)	6
O=C(COc1ccc(Cl)cc1)NC(=O)Oc1ccc(Oc2ncc(Cl)cc2Cl)cc1	-1
CCOC(=O)c1cc(S(=O)(=O)NCc2cccc(Cl)c2)[nH]n1	6
OC1(c2ccccc2)c2ccccc2CSc2ccccc21 (stereo unspecified)	2
Cc1ccc(-c2c(C#N)c(C(=O)c3ccccc3)nn2-c2ccccc2)cc1	-17
Cc1ccccc1NC(=O)Cn1c(=O)n(Cc2ccccc2)c(=O)c2sc3ccccc3c21	0
Cc1cc(=O)oc2cc(Oc3ncnc4scc(-c5ccc(Cl)cc5)c34)ccc12	3
CCC1CCC(=O)N2CCc3c([nH]c4ccccc34)C12 (stereo unspecified)	1
Cc1ccc(-n2ncc(C(=O)NCc3ccco3)c2C2CCN(C(=O)OC(C)(C)C)CC2)cc1C	-4
Cc1ccc(N=C2NC(=O)/C(=C/c3ccccc3F)S2)cc1	3
Cc1nn2c(=O)/c(=C\c3cccs3)sc2nc1=O	0
CCOC(=O)Cn1nc(-c2ccc3c(c2)N(C)C(=O)CO3)c2ccccc2c1=O	5
COc1ccccc1N1CCN(c2nnc(-c3ccccc3)s2)CC1	1
O=C(Nc1ccc2c(c1)OCO2)C1CCN(S(=O)(=O)c2cccs2)CC1	2
O=C(Nc1cccnc1Cl)c1ccc(Oc2ccccc2)cc1	-5
Cc1ccc(C(=O)Oc2cc(C)[nH]n2)cc1	-2
CCCn1c(=N)c(C(=O)NCc2ccco2)cc2c(=O)n3cc(C)ccc3nc21	-6
CCOC(=O)c1ccc(NC(=O)Cn2nc(C)c3nn(-c4ccc(Cl)cc4)c(C)c3c2=O)cc1	-3
CCOC(=O)c1[nH]ncc1CN1CCc2c(cccc2NC(=O)c2ccncc2)C1	7
CC(C)(C#CC#CC(C)(C)N1CCC(O)(c2ccccc2)CC1)N1CCC(O)(c2ccccc2)CC1	0

An excerpt from above in order of molar mass, highest first:
SMILES	RBX1-CUL1 inh
CC(C)(C#CC#CC(C)(C)N1CCC(O)(c2ccccc2)CC1)N1CCC(O)(c2ccccc2)CC1	0
Cc1cc(=O)oc2cc(Oc3ncnc4scc(-c5ccc(Cl)cc5)c34)ccc12	3
O=C(O)c1ccc(-c2ccc(-c3nc4sc5c(c4c(=O)[nH]3)CCCCC5)o2)cc1	5
O=C(c1ccccc1Cl)N1CCCCC1CCN1CCCCC1 (stereo unspecified)	6
Cc1nn2c(=O)/c(=C\c3cccs3)sc2nc1=O	0
CCC1CCC(=O)N2CCc3c([nH]c4ccccc34)C12 (stereo unspecified)	1

Random excerpt: four compounds from above.
SMILES	RBX1-CUL1 inh
CCOC(=O)Cn1nc(-c2ccc3c(c2)N(C)C(=O)CO3)c2ccccc2c1=O	5
Cc1ccc(N=C2NC(=O)/C(=C/c3ccccc3F)S2)cc1	3
CCCn1c(=N)c(C(=O)NCc2ccco2)cc2c(=O)n3cc(C)ccc3nc21	-6
Cc1cccc(-n2c(C)nnc2SCC(=O)Nc2ccc(C)cc2Br)c1	-5

Next section.
SMILES	RBX1-CUL1 inh
Cc1c(F)cccc1CN1CCC(C2CCN(Cc3cccnc3)CC2)C1 (stereo unspecified)	6
O=C1CC(=C(c2ccccc2)c2ccccc2)C(=O)N1CN1CCN(c2cccc(Cl)c2)CC1	-3
O=C(NCCS(=O)(=O)N1CCN(c2ccc(F)cc2)CC1)c1cc(=O)c2ccccc2o1	2
CCCc1c(C)nc2ccc(OC)cc2c1Cl	-1
CC(C)CC(=O)NC(NC(=S)Nc1cccc2cccnc12)C(Cl)(Cl)Cl (stereo unspecified)	-8
CCc1nnc(NC(=O)CSc2nccn2Cc2ccccc2)s1	-1
COc1ccc(CNC(=O)CCn2nc(C)c3c(C)n(-c4ccccc4)nc3c2=O)c(OC)c1	1
Cc1cc(NCc2ccc([N+](=O)[O-])cc2)ccc1Br	-8
CC(=O)N1CCC(Oc2ccc(Cl)cc2C(=O)NCCCN2CCOCC2)CC1	10
COc1ccc2c(c1)cc1c(=O)n(CC(=O)NC(C)CCc3ccccc3)nc(C)n12 (stereo unspecified)	-4
O=C1c2cccc3cccc(c23)C(=O)N1c1ccc(Cl)c(F)c1	-1
COc1ccccc1-c1ccnc2[nH]n(-c3ccccc3)c(=O)c12	-2
COc1c(C)cc(NS(=O)(=O)c2ccc(SC)cc2)cc1C	-10
Cc1cccc2nc(-c3cccc(NS(=O)(=O)c4cc(Cl)ccc4Cl)c3)cn12	7
C/C(=N\NC(=O)c1ccc(=O)[nH]n1)c1cccnc1	1
N#Cc1ccccc1NC(=S)NC(=O)c1ccc(Cl)cc1	2
COc1ccc(C(=O)CSc2nnc(-c3ccccc3Br)o2)cc1	8
CCOC(=O)c1scc(-c2ccccc2)c1S(=O)(=O)N1CCN(c2ccccc2OC)CC1	-11
COc1ccc(N2CCN(C(=O)c3cccc(OC)c3OC)CC2)cc1	-3
O=C(Nc1ccnn1C1CCN(C2CSCCSC2)CC1)C1CC1	1
Cc1nn(CC(=O)Nc2ccccc2C(F)(F)F)c(=O)c2cccn12	-8
CC(C)Oc1cccc(C(=O)C2CCCN(C(=O)CCc3cnccn3)C2)c1 (stereo unspecified)	4
CC1=NC(=O)NC(=O)C1S(=O)(=O)N(CC(=O)Nc1ccc(C(F)(F)F)cc1)c1cc(C)cc(C)c1 (stereo unspecified)	4
O=c1c(SCc2ccc(Cl)cc2)c(SC2CCCCO2)cnn1-c1ccccc1 (stereo unspecified)	-1
Cc1ccc(C(=O)NCCN2CCN(Cc3ccccc3)CC2)cc1	6
SMILES	RBX1-CUL1 inh
O=C(CSc1nnc(Cc2ccccc2)o1)N1CCCc2ccccc21	0
Cc1cccc(C)c1N=C1SC(CC(=O)Nc2ccc(C(C)C)cc2)C(=O)N1C (stereo unspecified)	-4
C/C(=N\NC(=O)c1ccncc1)c1cccc(NS(=O)(=O)c2ccccc2)c1	-1
Cc1ccc(N(Cc2ccccc2O)C(=O)c2ccccc2F)cc1	2
Cc1ccc(S(=O)(=O)c2nc(-c3ccccc3)oc2N2CCCCCC2)cc1	-3
CCC(C)n1c(=O)c2sccc2n2c(CCCC(=O)NCc3ccccc3Cl)nnc12 (stereo unspecified)	3
CC(C)(C)c1ccc(OCC(=O)Nc2c(C(=O)c3ccc(F)cc3)oc3ccccc23)cc1	-5
CCn1c(=O)cc(OCC(=O)N2CCN(c3ccc(OC)cc3)CC2)c2ccccc21	4
CCC(O)C1C2CCC(C2)C1(C)C (stereo unspecified)	-6
Cc1ccc(-c2noc(-c3nnn(CC(=O)Nc4ccc(C)cc4Cl)c3N)n2)cc1	4
c1ccc2c(c1)COC(CN1CCOCC1)OC2	7
COc1nc(/C(=C\c2ccc3c(c2)OCO3)C(C)=O)nc(OC)c1C	4
COc1cccc(NC(=O)c2ccc3c(=O)n4nc(Nc5ccccc5OC)sc4nc3c2)c1	-7
O=C1SC(SCc2ccccc2Cl)=N/C1=C\c1ccc2c(c1)OCO2	-2
O=C(Cn1c(=O)oc2ccccc21)NCc1ccccc1Cl	-3
OC(Cc1ccccc1)c1ccc2c(c1)CN(Cc1cc(F)cc(F)c1)CCO2 (stereo unspecified)	-1
O=c1c2ccccc2n2c(-c3ccc(F)c(F)c3)nnc2n1CCc1ccccc1	-1
CCCC(=O)Nc1ccc(Cl)c(NC(=O)COc2cccc3ccccc23)c1	-2
O=C(c1c(F)cccc1F)N1CCN(c2ccccc2)CC1	7
COc1ccc(CN2CCC3(CCCN(C)C3=O)C2)c(OC)c1C (stereo unspecified)	-9
CCC1CN(Cc2ccc3ncccc3c2)Cc2cc(OC)ccc2O1 (stereo unspecified)	1
COc1ccc(C(=O)CCC(=O)NCC2CC(Cc3cccc(F)c3)=NO2)cc1 (stereo unspecified)	4
Cc1oc2cc(OC(=O)C3CC3)ccc2c(=O)c1-c1ccccc1	13
CCOc1ccc(/C=C(\C#N)c2nc(-c3ccccc3)cs2)cc1	7
Cc1ccc2nc(SCc3ccccc3Cl)[nH]c2c1	3
O=C(CC1CCCC1)N1CCC(C2(c3ccccn3)NC(=O)N(CCc3cccs3)C2=O)CC1 (stereo unspecified)	2
COc1cccc(NC(=O)N2CCN(Cc3ccccc3C)CC2)c1	1
